High-throughput results: PubChem BioAssay, SRMLSC
SK-BR-3 tox 24h: SK-BR-3 proliferation inhibitors, primary screen, cell-based, human, 24 h. SK-BR-3 viability, CellTiter-Glo ATP luminescence; active compounds read low. viability, % at 10 µM. hit rate 0.47% among 41,000. AID 847, 2007;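 active = viability at or below the median of all test compounds minus 3 SD, in both replicates if run twice, cut at about 45% in these data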;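 also: 100% = median untreated cell wells and 0% = median positive control drug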
* marks the source's active call; other numbers are inactive results. An excerpt (hit frequency here may not be typical).

SMILES	SK-BR-3 tox 24h
Nc1ccccc1OCCOCCOc1ccccc1N	99
CCOc1cc(NC(=O)c2ccco2)c(OCC)cc1NC(=O)c1cc(OC)c(OC)c(OC)c1	85
CCOC(=O)Cc1nnc(NC(=O)c2ccco2)s1	99
COc1ccc(Cn2c(=O)n(Cc3ccco3)c(=N)c3c4c(sc32)COC(C)(C)C4)cc1	65
Cc1c(O)ccc2c3c(c(=O)oc12)CCCC3	113
O=C(O)c1ccnc(C(=O)O)c1	86
O=C(COc1ccc(S(=O)(=O)N2CCCC2)cc1Cl)NCc1ccc2c(c1)OCO2	78
COc1ccccc1C(=O)N1CCN(Cc2ccc3c(c2)OCO3)CC1	93
Cc1c(C(=O)NCc2ccoc2)oc2ccc3c(c12)C(=O)CC(C)(C)O3	105
CC12CCC(C(=O)NCc3ccc4c(c3)OCO4)(OC1=O)C2(C)C (centres undefined)	89
N#C/C(C(=O)NCc1ccco1)=C1/SC(Cc2ccc(F)cc2)C(=O)N1c1ccccc1 (centres undefined)	97
CN1C(=O)N(c2cccc3ccccc23)C(n2cncn2)C1(C)C (centres undefined)	73
Cc1ccc2c(c1)nnn2C1CCN(CC(=O)N2CCN(c3ccc(F)cc3)CC2)CC1	85
O=C(Nc1ccc(Oc2ccccc2)cc1)C1CCCN(c2ncccn2)C1 (centres undefined)	87
CN(CCc1ccccn1)S(=O)(=O)c1ccc2c3c(cccc13)C(=O)N2	83
CCn1c(/N=C/c2c[nH]c3ccccc23)nc2ccccc21	86
CCc1nnc(NC(=O)CSc2nnc3ncccn23)s1	76
O=C1COc2cccnc2N1	86
COc1ccc(N2CCN(CC(=O)Nc3c(C)cc(C)cc3C)CC2)cc1	90
CCCc1ccc(OCCNC(=O)CC)cc1	94
O=C(O)c1cccc(CSc2ncccn2)c1	92
Cc1sc(NC(=O)c2ccccc2)c(C(=O)N2CCN(C)CC2)c1C	91
COc1cccc(OC)c1C(=O)N1CCN(Cc2ccc3c(c2)OCO3)CC1	123
CCOc1ccc(S(=O)(=O)Nc2cccnc2)cc1	75
O=C(O)c1cc(-c2ccncc2)nc2ccc(F)cc12	110
(further entries)
SMILES	SK-BR-3 tox 24h
O=C(OCc1cc2ccccc2[nH]c1=O)c1cccnc1	88
Cc1nccn1CCc1n[nH]c(=S)n1Cc1ccccc1	66
CCN(CC)CCNC(=O)C(C(=O)c1ccccc1)n1ccccc1=O (centres undefined)	66
Cc1occc1-c1nnc(SCC(=O)NCC2CCCO2)n1C (centres undefined)	101
Cc1cccc(NCc2ccccc2O)n1	85
Cc1cc(C(=O)NC(C)c2ccncc2)no1 (centres undefined)	91
COc1ccc(N(CC(=O)NC2CCCC2)C(=O)CCC(=O)Nc2cc(C)on2)c(OC)c1	87
COC(=O)c1cc(OC)c(OC)cc1NC(=O)CCC1CCCC1	101
CCOC(=O)c1[nH]c2ccccc2c1N=C(C)N(CC)CC	90
CCCCCn1c(CN(C)Cc2ccccc2)nc2c1c(=O)n(C)c(=O)n2C	104
CCOC(=O)C1=C(C)Nc2ncnn2C1c1c[nH]c2ccccc12 (centres undefined)	99
Cc1ccc(NC(=O)CC2SCCNC2=O)cc1Cl (centres undefined)	95
CCOC(=O)c1[nH]c2ccc(OC)cc2c1NC(=O)CCN1CCc2ccccc2C1	100
COc1ccc(OC)c(-c2csc(N(Cc3ccco3)C(=O)c3cccs3)n2)c1	82
Cn1c(SCC(=O)NCc2cccs2)nnc1-c1cccs1	110
O=C(Nc1ccccc1N1CCCC1)c1cccnc1	96
Cn1nc(C(C)(C)C)cc1C(=O)Nc1nc2c(s1)C(=O)CC(C)(C)C2	84
Cc1ccc(N(C(=O)C2CCC(=O)N2)C2(C(=O)NC3CCCCC3)CCCCC2)cc1 (centres undefined)	86
CCSC(C)CC1CC(=O)CC(=O)C1 (centres undefined)	92
Clc1ccc(Cn2nnc(-c3ccc(N4CCOCC4)cc3)n2)cc1	80
CCOCc1nnc(NS(C)(=O)=O)s1	124
COc1ccc(N2CCN(C(=O)CSc3nnc(Cn4nnc5ccccc54)n3C)CC2)cc1	93
Cn1nnnc1SCc1cccc(CSc2nnnn2C)n1	88
O=C(Nc1ccc(Cc2ccncc2)cc1)c1ccc(S(=O)(=O)N2CCOCC2)cc1	75
Nc1ccc(Cl)cc1/C(=N/O)c1ccccc1	97
Later entries
SMILES	SK-BR-3 tox 24h
Cc1ccc(S(=O)(=O)N2c3ccccc3NC(=O)C2CC(=O)Nc2ccccc2)cc1 (centres undefined)	108
CCn1c(C)nc2cc(-c3nnc(-c4c(-c5ccccc5)noc4C)o3)ccc21	92
COc1ccccc1N(C(=O)c1snc(C(N)=O)c1N)C(C(=O)NC1CCCC1)c1ccco1 (centres undefined)	64
CCN(CC)c1nc(Nc2ccccc2)nc(Oc2ccc(=O)n(C)n2)n1	95
Cc1noc(C)c1S(=O)(=O)Nc1ccc(C(=O)N2CCN(c3ccc(Cl)cc3)CC2)cc1	75
CCc1ccc(NC2=NCC(=O)N2c2ccc3c(c2)OCCO3)cc1	97
CS(=O)(=O)CCC(C(=O)n1nnc2ccccc21)N1C(=O)c2ccccc2C1=O (centres undefined)	140
CC(Oc1ccccc1)C(=O)NC1CCN(Cc2ccccc2)CC1 (centres undefined)	73
Cc1ccc2c(C(=O)CN3CCN(c4ccccc4)CC3)c(C)[nH]c2c1	84
CCC[C@@H]1C[C@@H](C(=O)N[C@H]([C@@H](C)O)[C@H]2O[C@H](SC)[C@H](O)[C@@H](O)C2O)N(C)C1 (some centres undefined)	105
CCOc1ccccc1C(=O)N1CCN=C1SC	88
CCn1nnc(-c2ccccc2NS(=O)(=O)c2ccc(C(=O)OC)cc2)n1	80
O=C(NCc1ccco1)c1cnn2c(C(F)(F)F)cc(-c3cccs3)nc12	75
Cc1c(NC(=O)c2ccccc2N)cccc1C(=O)O	104
CCCCOC(=O)C1=C(C)Nc2ncnn2C1c1cc(OC)c(OC)cc1OC (centres undefined)	71
COCCNc1nc(=S)[nH]c2cc(OC)c(OC)cc12	98
Cc1nc2ccccc2n1-c1nc(-c2ccco2)cc(C(F)(F)F)n1	71
O=C1CC(N2CCN(c3ccccc3Cl)CC2)C(=O)N1c1ccccc1 (centres undefined)	92
COc1ccc2nc(NC(=O)c3ccoc3C)sc2c1	101
CCOc1cccc(-c2nnc(SCC(=O)Nc3cccc(OC)c3)n2N)c1	105
CN(C)c1ccc(C(c2nnnn2C2CCCCC2)N2CCN(C(=O)c3ccco3)CC2)cc1 (centres undefined)	95
O=C(NCC1CCCO1)c1ccc2c(c1)C(=O)N(C1CCCCC1)C2=O (centres undefined)	99
COc1ccccc1Cn1c(=O)[nH]c2cccnc21	101
Cc1ccccc1OCCNC(=O)CNC(=O)c1ccccc1O	88
Cc1ccc(-c2nc3cnccn3c2Nc2ccc3c(c2)OCCO3)o1	76
(list continues)
SMILES	SK-BR-3 tox 24h
COc1ccc2[nH]c(=O)c(CN(Cc3nnnn3Cc3ccccc3)CC3CCCO3)cc2c1 (centres undefined)	88
N#CCCN1CCN(CCC#N)CC1	92
NC(=O)CCn1nc(-c2ccccc2)c2ccccc2c1=O	89
N#Cc1c(C(F)(F)F)cc(-c2ccccc2)nc1SCc1nc(N)nc(N2CCOCC2)n1	80
O=C1N2CCCc3cccc(c32)C12Nc1ccccc1S2 (centres undefined)	83
COc1ccccc1Oc1ccc(S(=O)(=O)NCc2ccccn2)cc1	92
CCOc1cc(C2Nc3ccccc3C(=O)N2c2ccccc2)ccc1O (centres undefined)	72
Cc1cc(C)cc(NC(=O)N2CCC(c3nc4ccccc4o3)CC2)c1	75
COc1ccccc1Cn1c(-c2ccco2)nc2nc3ccccc3nc21	84
COc1ccc(S(=O)(=O)C(C#N)c2nc3ccccc3nc2N2CCCC(C)C2)cc1 (centres undefined)	89
CCCCn1c(SCC(=O)OCC)nnc1-c1ccoc1C	105
CCN(CC)c1ccc(NC(=O)COc2ccc(C)cc2)cc1	96
Cc1ccc2nc(NC3=NCN(C4CCCCC4)CN3)nc(C)c2c1	122
CCCCOc1ncnc2c1[nH]c1ccccc12	86
CN(C(=O)COc1cccc(Br)c1)C1CCS(=O)(=O)C1 (centres undefined)	81
CCCCC(=O)Nc1nn(CCC)c2nc3ccccc3cc12	82
Cn1c(SCC(=O)OC2CCCCC2)nnc1-c1ccc2c(c1)OCO2	92
Cc1nn(C)cc1NC(=O)CCSc1nc(-c2ccco2)cc(C(F)(F)F)n1	81
c1ccc2c(c1)CCN(Cc1nnnn1Cc1ccc3c(c1)OCO3)C2	73
Cc1cccc(C)c1OCc1nnc2c3cnn(C)c3ncn12	105
CCOc1ccccc1NC(=O)CSc1nnc(-c2ccccc2Cl)n1Cc1ccco1	86
CC1Oc2ccccc2C=C1C1/C(=C(/O)c2ccccc2)C(=O)C(=O)N1CCCN(C)C (centres undefined)	109
c1nc(NC2CCCCC2)c2[nH]cnc2n1	86
CCOc1cccc(NC(=O)C2CCCN(S(=O)(=O)c3ccc(OC)cc3)C2)c1 (centres undefined)	82
Nc1nonc1-c1nc2ccccc2n1CCC(=O)O	89
(cont.)
SMILES	SK-BR-3 tox 24h
O=C(Nc1cccnc1)Nc1ccc2c(c1)OCO2	109
O=C(Cc1n[nH]c(=O)c2ccccc12)NCc1ccccn1	109
Nc1csnc1C(=O)O	53
C=CCn1c(SCc2c(C)noc2C)nc2sc3c(c2c1=O)CCCCC3	87
C[C@]12CC[C@@H]3c4ccc(OC(=O)c5ccccc5)cc4CC[C@H]3[C@@H]1CC[C@@H]2O	104
CN(C)S(=O)(=O)N1CCC(Cc2ccccc2)CC1	81
Cc1[nH]c2ccccc2c1C(=O)CSc1ncn[nH]1	93
CN(C)CCCN1c2ccccc2Sc2ccc(Cl)cc21	77
CCc1nc2ccccc2n1Cc1ccccc1OC	93
CN(C)S(=O)(=O)c1ccc(N2CCOCC2)nc1	86
O=C(Nc1ccc2c3c(cccc13)CC2)c1ccco1	93
COc1ccc(N2CCN(C(=O)CN(c3ccccc3)S(C)(=O)=O)CC2)cc1	76
CC(=O)NC(CCS(C)(=O)=O)C(=O)N1CCc2ccccc21 (centres undefined)	65
CCCCc1cc(=O)oc2c(CN(C)C)c(O)c(Cl)cc12	100
CC(NCCO)C(=O)C12CC3CC(CC(C3)C1)C2 (centres undefined)	76
CC(C)CCNC(=O)CN(C)S(=O)(=O)c1cccc2nsnc12	95
CCOc1cc(S(=O)(=O)NCc2ccccn2)c(C)cc1C	94
COCCNC(=O)c1ccccc1NC(=O)c1ccc(OC)c(OC)c1	81
Fc1cccc2sc(N3CCOCC3)nc12	93
COc1ccc(S(=O)(=O)NCCOc2ccccc2)cc1OC	90
Cc1cc(C(=O)Nc2ccccn2)cs1	89
COc1ccc(OC)c(NC(=O)C2CCN(c3nc(C)cc(C)n3)CC2)c1	72
CSc1ccc(-c2c(C#N)c(N)nc3c2CCCC3)cc1	101
O=C1c2ccccc2C(=O)N1Cc1ccco1	86
Cc1c(NC(=O)c2cccc(F)c2)c(=O)n(-c2ccccc2)n1C	94
(further entries)
SMILES	SK-BR-3 tox 24h
COC(=O)COC(=O)c1ccc(-n2nnnc2SC)cc1	99
CCC(=O)N1CCc2cc(Br)cc(S(=O)(=O)N3CCN(c4ccccn4)CC3)c21	88
CC12COC3(C(=O)Nc4ccc(Cl)cn4)CC1CCC32C (centres undefined)	96
CN(C(=O)c1ccccn1)c1nnc(-c2cnccn2)s1	84
COc1cccc(C(=O)NC2CCSC2=O)c1 (centres undefined)	88
O=C(CCn1c(=O)c2sccc2n(CC(=O)NCc2ccco2)c1=O)NCc1ccccc1	77
CSc1nc(-c2ccco2)nn1S(C)(=O)=O	95
CC(Oc1ccc(Cl)cc1)C(=O)Nc1nccs1 (centres undefined)	86
CCCCNC(=O)Nc1ccnn1C1CCCCC1	121
CCOC(=O)c1c(-c2cccs2)csc1NC(=O)c1ccncc1	96
CCCN(CCC(=O)Nc1cc(OC)cc(OC)c1)CC1CC1	78
Cc1ccnc(Sc2nc3c(c(=O)[nH]c(=O)n3C)n2CCCc2ccccc2)n1	82
O=C(Cn1c(=O)sc2ccccc21)Nc1ccccc1C(=O)O	112
O=C(O)C1CC(=O)N(Cc2cccnc2)C1 (centres undefined)	89
COC(=O)c1[nH]c2ccccc2c1NC(=O)CCN1CCN(C2CCCCC2)CC1	92
CCCOc1ccc(OC(=O)c2ccc(Br)o2)cc1	97
Cc1cccc(S(=O)(=O)C(C#N)c2nc3ccccc3nc2N2CCCC2)c1 (centres undefined)	81
O=C1N(c2ccccc2)C2CS(=O)(=O)CC2N1c1ccc(Br)cc1 (centres undefined)	101
C=CCNc1nc2c3ccccc3n(C(C)=O)c2s1	112

Reformatted bar-delimited: entries from further up
Compound | SK-BR-3 tox 24h
Cc1cccc(NCc2ccccc2O)n1 | 85
Cc1cc(C(=O)NC(C)c2ccncc2)no1 (centres undefined) | 91
COc1ccc(N(CC(=O)NC2CCCC2)C(=O)CCC(=O)Nc2cc(C)on2)c(OC)c1 | 87
COC(=O)c1cc(OC)c(OC)cc1NC(=O)CCC1CCCC1 | 101
CCOC(=O)c1[nH]c2ccccc2c1N=C(C)N(CC)CC | 90
CCCCCn1c(CN(C)Cc2ccccc2)nc2c1c(=O)n(C)c(=O)n2C | 104
CCOC(=O)C1=C(C)Nc2ncnn2C1c1c[nH]c2ccccc12 (centres undefined) | 99
Cc1ccc(NC(=O)CC2SCCNC2=O)cc1Cl (centres undefined) | 95
CCOC(=O)c1[nH]c2ccc(OC)cc2c1NC(=O)CCN1CCc2ccccc2C1 | 100
COc1ccc(OC)c(-c2csc(N(Cc3ccco3)C(=O)c3cccs3)n2)c1 | 82
Cn1c(SCC(=O)NCc2cccs2)nnc1-c1cccs1 | 110
O=C(Nc1ccccc1N1CCCC1)c1cccnc1 | 96
Cn1nc(C(C)(C)C)cc1C(=O)Nc1nc2c(s1)C(=O)CC(C)(C)C2 | 84
Cc1ccc(N(C(=O)C2CCC(=O)N2)C2(C(=O)NC3CCCCC3)CCCCC2)cc1 (centres undefined) | 86
CCSC(C)CC1CC(=O)CC(=O)C1 (centres undefined) | 92
Clc1ccc(Cn2nnc(-c3ccc(N4CCOCC4)cc3)n2)cc1 | 80
CCOCc1nnc(NS(C)(=O)=O)s1 | 124
COc1ccc(N2CCN(C(=O)CSc3nnc(Cn4nnc5ccccc54)n3C)CC2)cc1 | 93
